Screens: PubChem BioAssay, Sanford-Burnham Center for Chemical Genomics
APJ ag – APJ receptor agonism | AID 2520 | CHO-K1 APJ PathHunter beta-arrestin, luminescence; 0% DMSO wells, 100% apelin | P35414 | actives 0.11% (n = 330,000) | activation, % at 20 µM;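 active means activation more than six SD over the plate average, tested at 20 µM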;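 further: 0% = DMSO alone and 100% = apelin-13 at 10 nM; some results filed as inactive read as strong as hits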
Target sequence (P35414 whole entry, looked up): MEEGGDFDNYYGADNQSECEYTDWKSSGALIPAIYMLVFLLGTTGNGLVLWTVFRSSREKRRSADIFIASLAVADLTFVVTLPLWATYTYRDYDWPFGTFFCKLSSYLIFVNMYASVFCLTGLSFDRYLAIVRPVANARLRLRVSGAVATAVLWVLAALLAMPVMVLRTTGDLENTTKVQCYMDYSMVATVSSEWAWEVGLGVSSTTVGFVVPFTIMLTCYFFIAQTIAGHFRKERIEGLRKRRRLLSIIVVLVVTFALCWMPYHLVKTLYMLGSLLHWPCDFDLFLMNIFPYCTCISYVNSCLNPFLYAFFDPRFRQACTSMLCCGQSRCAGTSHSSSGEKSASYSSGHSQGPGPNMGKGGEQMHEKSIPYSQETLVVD
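Test system – PathHunter CHO-K1 APJ (AGTRL-1) beta-arrestin reporter cells · Input – 1000 cells/well · Compound – single test compound dose, 20 µM final, 1% DMSO · Times – compound stimulation 90 min at 25 °C, detection 60 min · Technique – beta-gal luminescence · Read-out basis – APJ–arrestin association signal · Control set – negative DMSO alone, positive Apelin-13 at 10 nM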
Gli-Sufu antag – blocks Gli-Sufu signaling in a luciferase reporter; inhibition, % at 5 µM; actives 0.74% (n = 340,000); Sufu-KO-LIGHT fibroblasts, Gli luciferase reporter luminescence;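 active means inhibition above about 55%, limit read from the data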;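 further: 0% = DMSO-treated cells and 100% = wells with medium but no cells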
EBI2 block – EBI2 (human) antagonism; AID 651636; inhibition, % at 5 µM; P32249; actives 0.81% (n = 360,000); EBI2 beta-arrestin recruitment, luminescence, 7a,25-OHC stimulated; in the data active means inhibition above about 38%;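 further: enzyme fragment complementation signal reports receptor beta-arrestin coupling in cells; 0% = agonist plus DMSO wells and 100% = wells without agonist; some results beyond the cut were filed as inactive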
CCR6 antagonist – blocks CCL20-driven beta-arrestin recruitment at human CCR6. inhibition, % at 20 µM. CHO-K1 CCR6 PathHunter beta-arrestin, luminescence, CCL20-stimulated. AID 493098. actives 0.49% (n = 340,000);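 active means compounds whose inhibition of the agonist-driven luminescence signal at 20 µM reaches about 50%, limit read from the data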;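 further: cells stimulated with CCL20 at 14 nM final; plate controls were DMSO with CCL20 for no effect and DMSO without agonist for full effect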
APJ antag – APJ receptor antagonism | actives 0.32% (n = 330,000) | CHO-K1 APJ beta-arrestin complementation, luminescence | inhibition, % at 20 µM;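 active means inhibition above about 40% at 20 µM, limit read from the data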;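 further: cells challenged with 10 nM apelin-13 agonist together with compound; plate controls were apelin-13 plus DMSO wells for no effect and DMSO wells lacking apelin-13 for full effect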
CXCR6 inh – inhibitors of human CXCR6 receptor | AID 602244 | CHO-K1 PathHunter CXCR6 beta-arrestin, luminescence | O00574 | inhibition, % at 20 µM | actives 0.36% (n = 360,000); in the data active means inhibition above about 34%, passing the limit was not always enough;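 further: antagonist mode with CXCL16 agonist at 10 nM final; 0% = 10 nM CXCL16 with DMSO and 100% = unstimulated wells without agonist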
UBC13 polyUb – human UBC13 polyubiquitination inhibition | P61088 | UBC13 polyubiquitin chain formation, TR-FRET | inhibition, % at 20 µM | actives 0.47% (n = 330,000) | AID 485273; in the data active means inhibition above about 45%, passing the limit was not always enough
Target sequence (P61088 whole entry, looked up): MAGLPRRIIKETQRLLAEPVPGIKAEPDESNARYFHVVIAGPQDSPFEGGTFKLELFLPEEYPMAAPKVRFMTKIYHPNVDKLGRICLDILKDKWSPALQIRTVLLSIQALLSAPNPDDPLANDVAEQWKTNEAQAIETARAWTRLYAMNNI
ATG4B inhibitor – blocks human ATG4B protease cleavage of LC3 substrate; AID 504462; actives 0.51% (n = 340,000); Q9Y4P1; inhibition, % at 8.33 µM; ATG4B cleavage of LC3-PLA2, NBD-HPC fluorescence, 1 h; in the data active means inhibition above about 40%
Target sequence (Q9Y4P1 whole entry, looked up): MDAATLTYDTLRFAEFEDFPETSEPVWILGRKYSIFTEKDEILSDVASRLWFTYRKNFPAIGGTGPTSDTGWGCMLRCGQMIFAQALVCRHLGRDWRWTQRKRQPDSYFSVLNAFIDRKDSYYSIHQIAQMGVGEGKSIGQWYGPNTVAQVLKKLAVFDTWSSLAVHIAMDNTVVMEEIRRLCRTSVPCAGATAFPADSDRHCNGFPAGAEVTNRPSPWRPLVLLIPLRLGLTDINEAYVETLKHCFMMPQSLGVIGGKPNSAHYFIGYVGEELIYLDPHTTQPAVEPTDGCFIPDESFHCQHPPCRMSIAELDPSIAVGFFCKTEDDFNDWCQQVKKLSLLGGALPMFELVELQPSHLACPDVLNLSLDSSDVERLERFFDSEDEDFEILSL
The depositor's hits bear a star; / = no result given.

mol	APJ antag	EBI2 block	APJ ag	CCR6 antagonist	Gli-Sufu antag	CXCR6 inh	ATG4B inhibitor	UBC13 polyUb
Cc1ccc(S(=O)(=O)N(C)CC(=O)N2CCCCCC2)cc1	5	-3	0	3	6	-3	2	0
COc1ccc(Cn2c(O)c(C=Nc3ccc(O)cc3)c3ccccc3c2=O)cc1	-5	10	-1	27	7	10	7	0
O=C(N/N=C\c1ccncc1)c1ccccc1O	9	-6	-1	0	-14	8	-2	0
O=C(CN1C(=O)NC2(CCCC2)C1=O)Nc1nc2ccccc2[nH]1	10	4	-1	1	0	-10	6	-2
CCc1ccc2nc(NC(=O)CN3C(=O)NC4(CCCC4)C3=O)sc2c1	13	7	-6	-5	-13	7	-4	11
COCCSc1nnc(NC(=O)c2ccc(NC(=O)C(C)C)cc2)s1	2	7	-4	-9	-10	-3	-8	10
Cn1c(=O)c2[nH]c(NN=Cc3ccccc3)nc2n(C)c1=O	/	-5	/	-5	6	0	2	/
COC(=O)C(C)N(C#N)c1nc(NC(C)C)nc(SC)n1 (stereo unspecified)	20	5	-4	3	-2	-6	5	10
COc1ccc(C(=O)N/C(=C\c2ccc3c(c2)OCO3)C(=O)N2CCOCC2)cc1	-1	2	1	-12	23	-14	3	2
O=C(COC(=O)c1ccc([N+](=O)[O-])o1)NCc1ccc2c(c1)OCO2	6	-22	3	-3	-6	-11	-24	-18
COc1ccc(NC(=O)c2nnn(CC(=O)Nc3ccccc3OC)c2N)c(OC)c1	-4	5	4	3	-10	-3	4	-3
CC(C)COc1ccc(C(=O)N/C(=C\c2cccc([N+](=O)[O-])c2)C(=O)OC(C)C)cc1	12	12	0	4	-7	8	19	-26
CCn1cc(C2=NOC(C(=O)Nc3cc(C)nn3-c3ccccc3)C2)c(C)n1 (stereo unspecified)	-27	-2	3	-13	1	0	9	-4
CCn1c(CNC(=O)Cc2ccc(OC)cc2)nnc1SCCOc1ccccc1	-8	-1	-2	-2	0	-1	-2	-9
CCOc1ccc(NC(=O)CSc2nnc(Cc3cccn3C)n2-c2ccc(F)cc2)cc1	-3	5	-3	23	-1	4	-2	10
COc1ccccc1N1CCN(CC(=O)Nc2ccccc2C(=O)NCCc2ccccc2)CC1	20	3	-3	22	-26	15	-9	-2
CCNC(=O)Cn1cnc2c1c(=O)n(C)c(=O)n2C	6	-13	-1	-9	-11	7	-2	-8
CC(=O)N1CCN(C(=S)Nc2cc(S(=O)(=O)N3CCOCC3)ccc2Cl)CC1	2	-2	-1	0	1	-1	-1	-11
Cc1cccc(C(=O)Oc2ccccc2C2C[C@]3(C)CC(=O)NC3N2C(=O)c2cccc(C)c2)c1 (stereo partly specified)	5	0	-4	-1	10	4	-18	9
CC1Cc2nc(SCC(=O)Nc3ccc4c(c3)OCO4)n(-c3ccc(F)cc3)c(=O)c2S1 (stereo unspecified)	13	3	-3	14	10	0	13	-3

Following part
mol	APJ antag	EBI2 block	APJ ag	CCR6 antagonist	Gli-Sufu antag	CXCR6 inh	ATG4B inhibitor	UBC13 polyUb
CCOc1ccccc1CN1CCNC(=O)C1CC(=O)NCCC1=CCCCC1 (stereo unspecified)	2	2	-4	13	14	6	-6	-2
Cc1ccccc1C(=O)N1CCC(C(=O)Nc2ccccc2N2CCCC2)CC1	-1	1	-2	7	-3	0	0	-10
CCN(CC)CCCNc1nc(N)c([N+](=O)[O-])c(N2CCCCCC2)n1	11	-3	-2	15	16	3	-6	6
O=C1N[C@@H](Cc2ccccc2)C(=O)N2CCC[C@@H]12	14	-12	-2	3	6	-12	10	6
O=C(O)CCC(=O)NNC(=O)CCC(=O)Nc1ccccc1	-1	-10	-2	7	2	4	1	0
COc1cc(-c2nc(-c3ccccc3)c(-c3ccc(F)cc3)[nH]2)cc2c1OCO2	-8	18	0	16	8	-4	10	-3
Cc1ccc(C)c(NS(=O)(=O)c2cc(C(=O)NCc3ccccn3)ccc2C)c1	-8	2	9	-8	7	4	-8	-6
CCN(CC)CCN(C(=O)c1ccc2c(c1)OCCO2)c1nc2c(Cl)cccc2s1	36	0	-3	-13	25	2	-1	12
CC(=O)c1ccc(-c2cccs2)s1	19	2	-3	6	-10	0	3	26
CC1=CC(C)C2(CO)COC(c3ccc(O)cc3)C1C2C (stereo unspecified)	1	7	0	0	0	-6	-1	1
CCCC(=O)Nc1cccc(NC(=O)c2ccc([N+](=O)[O-])cc2Cl)c1	-76	-5	3	-10	3	-16	2	-1
COc1cc2c(C(F)(F)F)c(-c3ccsc3)oc(=O)c2cc1OC	2	0	-3	6	-6	8	/	0
O=C(O)c1cccc(N/N=C/c2cccc3ccccc23)c1	8	-3	1	9	-286	-1	-4	4
O=C(COC(=O)C1=COCCO1)Nc1ccc(Br)cc1Br	-10	-7	0	11	-2	9	-9	-1
CCOC(=O)c1cc2c(ccn2C)n1Cc1ccccc1Cl	17	12	-3	11	-2	-3	2	-2
CC1c2ccsc2CCN1C(=O)NC(=O)c1ccc(Cl)cc1 (stereo unspecified)	-13	4	3	2	-17	-1	0	-1
CCOC(=O)C1CCCN(C(=S)Nc2cccc(Cl)c2C)C1 (stereo unspecified)	7	-8	-2	-9	2	-3	12	17
CCOc1ccc(C2C(C(=O)c3cccs3)=C(O)C(=O)N2Cc2cccnc2)cc1 (stereo unspecified)	-5	-2	-2	10	-4	4	6	-2
C#C[C@]1(O)CCC2C3CCC4=CC(=O)CC[C@@H]4C3CC[C@@]21C (stereo partly specified)	-1	2	-1	3	-1	0	-3	-5
CC(=O)C1=NOC(CNc2ncc(C(F)(F)F)cc2Cl)C1 (stereo unspecified)	-19	-7	-2	-4	-20	-1	-3	-7

4 entries from above, with two lines to a compound.
Values run as follows: APJ antag, EBI2 block, APJ ag, CCR6 antagonist, Gli-Sufu antag, CXCR6 inh, ATG4B inhibitor, UBC13 polyUb
CC(=O)c1ccc(-c2cccs2)s1
 : 19, 2, -3, 6, -10, 0, 3, 26
CC1=CC(C)C2(CO)COC(c3ccc(O)cc3)C1C2C (stereo unspecified)
 : 1, 7, 0, 0, 0, -6, -1, 1
CCCC(=O)Nc1cccc(NC(=O)c2ccc([N+](=O)[O-])cc2Cl)c1
 : -76, -5, 3, -10, 3, -16, 2, -1
COc1cc2c(C(F)(F)F)c(-c3ccsc3)oc(=O)c2cc1OC
 : 2, 0, -3, 6, -6, 8, /, 0

(cont.)
mol	APJ antag	EBI2 block	APJ ag	CCR6 antagonist	Gli-Sufu antag	CXCR6 inh	ATG4B inhibitor	UBC13 polyUb
COc1ccccc1-c1nnc(SCC(=O)Nc2ccc3[nH]c(=O)[nH]c3c2)n1N	-2	2	0	-6	-8	-5	7	2
COc1ccc(CC(=O)O/N=C(\N)Cc2cccc3ccccc23)cc1	-1	-11	5	-7	-6	-4	-1	-1
O=C(CSc1ccc2nnc(-c3ccccn3)n2n1)Nc1cccc(F)c1	-4	35	3	0	0	1	7	-6
O=C(O)c1ccc(N/N=C/c2cc3cc4c(cc3nc2Cl)OCCO4)cc1	22	-1	0	6	-133	13	-9	-9
O=C(CSc1nnc(Nc2ccccc2)s1)NCC1CCCO1 (stereo unspecified)	-10	-7	-3	13	-5	0	1	-2
COC(=O)C1=C(C)NC(=O)CC1c1ccccc1OC (stereo unspecified)	12	-6	-1	0	1	2	5	0
Cc1cccc(NC(=O)C2(C)CC3c4ccccc4C2c2ccccc23)c1 (stereo unspecified)	-1	-20	0	-5	-4	0	-4	-3
NS(=O)(=O)c1cccc(NC(=O)COC(=O)C2CCCCC2)c1	-4	-1	-2	3	0	1	0	-6
CC(OCC(O)CN1CCCCC1CCO)c1ccc(Cl)cc1 (stereo unspecified)	16	2	-1	7	10	8	0	-2
COc1cc2c(cc1NC(=O)c1cncc(Br)c1)oc1ccccc12	-2	-3	3	8	-2	4	-17	-12
Cc1ccc(NC(=O)C2SC(=Nc3ccccc3)C(C(=O)Nc3ccc(Cl)cc3)=C2N)cc1 (stereo unspecified)	/	-2	/	15	-1	5	-5	/
CCn1c(O)c(N=NC(=O)c2cccc(S(=O)(=O)N3CCCCC3)c2)c2ccccc21	-5	-8	-2	16	17	27	4	-6
COc1cc(C2C3=C(CC(c4ccco4)CC3=O)Nc3ccccc3N2C(C)=O)cc(OC)c1OC (stereo unspecified)	16	-9	0	7	24	0	-4	-2
O=C(Nc1ccnc(-c2cccnc2)n1)c1ccccc1Cl	17	5	-2	7	11	-4	-5	-6
Cc1ccc(S(=O)(=O)N2CCN(C(=O)COC(=O)COc3cccc(C(F)(F)F)c3)CC2)c(C)c1	-14	1	-2	-2	-2	1	-3	17
O=C(O)C/C=C(/NC(=O)OCc1ccccc1)C(=O)OCc1ccccc1	-4	3	-2	11	4	5	-3	14
CC(=O)NC(CCS(C)(=O)=O)C(=O)Nc1nccs1 (stereo unspecified)	18	-4	0	8	-10	4	11	1
CCOc1ccc(N=Cc2c(O)cc(C)oc2=O)cc1	-5	-1	-1	6	11	-1	0	-21
Cc1nc(C(=O)NC2CCOCC2)sc1C1(C)CC(c2cccc([N+](=O)[O-])c2)=NO1 (stereo unspecified)	5	3	4	-9	-1	-4	0	3
O=C(NC(Cc1c[nH]c2ccccc12)C(=O)O)/C(=C/c1ccc2c(c1)OCO2)NC(=O)c1ccccc1 (stereo unspecified)	-29	-7	-2	5	-3	-9	-3	-11

Other compounds
mol	APJ antag	EBI2 block	APJ ag	CCR6 antagonist	Gli-Sufu antag	CXCR6 inh	ATG4B inhibitor	UBC13 polyUb
COC(=O)c1sc(S(=O)(=O)Nc2c(C)nn(C)c2C)c(C(=O)OC)c1C	14	-8	-2	9	1	-10	-1	3
c1ccc(CNc2nc3ccccc3[nH]2)cc1	8	5	-4	5	-21	1	10	2
CCC1(c2ccc(F)cc2)NC(=O)N(CC(=O)Nc2ccc(S(N)(=O)=O)cc2)C1=O (stereo unspecified)	9	-6	-2	1	7	1	-4	-2
FC(F)Oc1ccc(NC(=S)NNc2ccnc3cc(Cl)ccc23)cc1	-6	25	-2	32	49	5	4	-9
O=C(c1cc(Cl)c(=O)n(Cc2ccccc2)c1)N1CCOCC1	12	3	-1	16	-8	-6	10	0
O=C(c1cccc(Cl)c1)N1CCN(Cc2ccc3c(c2)OCO3)CC1	-7	7	-1	11	32	2	-5	-8
Cc1occc1C(=O)Nc1ccccc1NC(=O)c1ccoc1C	0	-10	1	6	9	3	6	0
Cc1c(C(=O)N2CCCCC2)oc2ccc(S(=O)(=O)N3CC(C)CC(C)C3)cc12 (stereo unspecified)	-11	-16	-1	-1	45	5	3	-11
COc1ccc2cc3cc(C(=O)N4CCCCC4C)oc3nc2c1 (stereo unspecified)	-1	13	4	16	-97	-3	8	-6
CCOc1cc(/C=C(\C#N)c2nc(-c3cccs3)c(NC(C)=O)s2)ccc1O	/	12	/	44	-5	24	-9	/
CCOC(=O)c1nnn(-c2nonc2N)c1-c1ccc(OC)cc1	-24	-3	-3	-16	-3	-12	-4	6
COc1ccc2c(c1)[C@H]1[C@H](CO2)[C@H](c2ccccc2)[C@]2(C)C(=O)Nc3cc(C)ccc3C(=O)N12	1	-9	-3	0	1	8	-1	-6
COc1ccc(CCC(=O)N2CCN(S(=O)(=O)c3ccc4ccccc4c3)CC2)cc1	3	64*	-2	18	18	1	-9	4
Cc1c(O)ccc(C(=O)COc2ccc(F)cc2)c1O	2	12	-4	10	-33	-12	6	9
CC(C)Cc1cc(C(=O)Nc2cccc(O)c2)no1	-2	-7	-4	9	-5	10	-5	8
Cc1nc2cc(NC(=O)Nc3cccc([N+](=O)[O-])c3)ccc2n1C	18	-15	-1	17	-113	9	-6	2
CCOc1ncccc1C(=O)OCC(=O)Nc1ccc(S(=O)(=O)N2CCOCC2)cc1	9	4	-3	15	-1	2	-8	-4
Cc1nc2nc(-c3ccccc3)[nH]n2c(=O)c1Cc1ccccc1	-5	-2	-1	19	-11	-8	0	-4
